p53ts 32C tox – qHTS Screen for Compounds that Selectively Target Cancer Cells with p53 Mutations: Cytotoxicity of p53ts Cells at the Permissive Temperature; Potency, µM (doses to about 46.1 µM), for inactives: top-dose activity change, negative = cytotoxicity, actives largely listed as cytotoxic; H1299-p53A138V at 32C, ATP luminescence viability, 24 h; 130,000 tested, 0.93% active; AID 924, 2007;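 note: 0% = DMSO and -100% = full killing by reference compound; nearly all actives have a fitted effect of over 55% in size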
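Cells: H1299 p53ts (A138V), 600/well, pre-incubated 16–30 h at 37C. Cpd up to 46 uM, 24 h, 32C. Readout: ATPlite luminescence, 20 min RT. Normalization: DMSO vs tamoxifen 100 uM. AC50 by Hill equation.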
IkB sig inh – IkB Signaling; ABC-DLBCL IkBa-CBG/CBR dual luciferase ratio, 4 h; response scale: scaled: untreated 0%, proteasome inhibitor 100%; Potency, µM (doses to about 57.1 µM), for the others: at the highest dose IkBa stabilization activation; 110,000 tested, 0.04% active; AID 445, 2006; active = well fitted curve in the direction sought with a large enough effect in the signal ratio, not every such curve was filed as active; inconclusive = small, poorly fitted or top-dose-only effect, or a change in a side signal; the % refers to the signal ratio;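 note: the direction sought is a rising ratio; 0% = basal untreated cells and 100% = reference inhibitor full response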
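Luminescence ratio of IκBα-fused green versus native red beetle luciferase in OCI-Ly3 cells, 4 h post-doxycycline with compound; red signal alone, scaled from basal (0%) to zero light (-100%), flagged nonspecific or cytotoxic effects.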
Imprint erasure – qHTS Assay for Compounds that Induce Erasure of Genomic Imprints; Potency, µM (highest dose often 60.7 µM), without a hit: at the top dose activity change, positive = activation, hits mostly activators; mouse ES Peg3-LacZ reporter, beta-gal luminescence, 40 h; 110,000 tested, 0.02% active;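 note: 0% = negative control wells on the plate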
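Each well holds 300 Peg3LacZ-Neo (maternal) female ES cells incubated 40 h at 37C, 5% CO2. LacZ is measured by BetaGlo luminescence, with AC50 and maximum efficacy derived from dose-response curves.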
p53ts 39C tox – qHTS Screen for Compounds that Selectively Target Cancer Cells with p53 Mutations: Cytotoxicity of p53ts Cells at the Nonpermissive Temperature; AID 902, 2007; H1299-p53A138V viability at 39C, ATP luminescence, 24 h; Potency, µM (doses to about 46.1 µM), inactives show at the highest dose activity change, negative = cell killing, actives largely listed as cytotoxic; 130,000 tested, 1.5% active; note: nearly all actives have a fitted effect of over 55% in size
An asterisk follows results filed as active; u = inconclusive; x = no result given; & = joins results of further samples; [ ] = remark or other dose. Unless noted, calls come from the whole dose curve; as a rule, active = well fitted curve in the direction sought with a large enough effect; inconclusive = small, poorly fitted or top-dose-only effect, or another doubt; inactive = no such curve, though single readings can be large; an effect the other way counts as inactive or inconclusive. Unless noted, % is set by controls: 0 for no effect and ±100 for the full control effect; potency is the fitted concentration of half-maximal effect. Rows are unselected. About 1.8% of those tested had a hit in this group.

Values run as follows: p53ts 32C tox | IkB sig inh | Imprint erasure | p53ts 39C tox
Cc1ccc(CNc2nc3ccccc3s2)s1
    -7.4% | 1.9% | -5.8% | -8.5%
CCCn1c(SCC(=O)N2CCCC2)nc2c1c(=O)n(C)c(=O)n2C
    2.2% | -2.6% | -7.6% | -0.4%
COC(=O)Cc1c(C)c2ccc3c(c2oc1=O)CN(Cc1ccc(Cl)cc1)CO3
    13.7% | -0.7% | -12.9%[10.9 µM] | 8.7%
CC1(C)CC2C1CCC1(C)OC1CCC2(C)O (stereo not drawn)
    -0.2% | x | -8.5% | -5.3%
COc1cc(NC(=O)c2ccc(-c3nc(COc4ccccc4)c(C)o3)cc2)cc(OC)c1
    0.4% | u | 12.9%[10.9 µM] | -5.2%
CCOC(=O)Cn1nc(-c2ccc(C)cc2)ccc1=O
    1.5% | -3.8% | 4.8% | -8.0%
O=C(NCc1ccccc1)C1CCC(CNS(=O)(=O)c2ccc(Br)s2)CC1 (stereo not drawn)
    -1.4% | 1.4% | u | 4.6%
c1nc2sc3c(c2c2nnnn12)CCCC3
    20.5% | u | u | 5.4%
O=S(=O)(c1ccc2nc(NCc3ccccc3Cl)ccc2c1)N1CCCCC1
    18.0% | -3.9% | -12.6%[10.9 µM] | -16.2%
C=CCn1c(=O)c(C(=O)Nc2ccccc2O)c(O)c2ccccc21
    -8.0% | u | -9.3% | -7.7%
COc1ccc(CNC(=O)C(=O)NCC(c2cccs2)S(=O)(=O)c2ccc(C)cc2)cc1 (stereo not drawn)
    3.4% | u | 0.9%[10.9 µM] | -1.6%
O=C(c1ccc(S(=O)(=O)N2CCOCC2)cc1)N1CCN(c2ccccc2)CC1
    35.0%[activator] | -0.9% | -0.8% | 6.4%
c1cncc(-c2noc(-c3ccco3)n2)c1
    -12.7% | -1.9% | -73.5%[inhibitor] | -12.6%
COc1ccc(OC)c(CN(CCCN2CCOCC2)C(=O)Nc2ccccc2)c1
    -8.0% | x | x | 1.6%
O=C(CN1C(=O)C2(SCC(=O)N2c2ccc(Cl)cc2)c2ccccc21)NCCc1ccccc1 (stereo not drawn)
    8.1% | u | 15.4%[10.9 µM] | -11.9%
Cc1ccn(C(=O)c2ccc(NC(=O)C3CCCCC3)cc2)n1
    -9.6% | 1.8% | -4.6% | 0.2%
CC(=O)N1CCc2c(sc3c2c(=O)n(-c2ccccc2Cl)c(=O)n3Cc2cccc(C)c2)C1
    1.7% | 2.4% | 15.9%[10.9 µM] | -24.6%
CCN(C(=O)Cc1cccs1)c1nnc(-c2cc(OC)c(OC)c(OC)c2)s1
    -8.2% | 4.5% | x | -2.8%
CC(C)C(NS(=O)(=O)c1ccc2c(c1)oc(=O)n2C)C(=O)NCCc1ccc(Cl)cc1 (stereo not drawn)
    -8.1% | 2.8% | -8.5%[10.9 µM] | 3.6%
COc1cccc(C(=O)n2nc(-c3ccco3)nc2NCc2cccs2)c1
    -4.5% | u | -13.5%[10.9 µM] | -17.2%
Cc1ccc(N(Cc2ccco2)C(=O)c2cccc(S(=O)(=O)N(C)C)c2)cc1
    -6.8% | 2.3% | -13.8% | 8.0%
COc1ccc(CCNC(=O)c2c(C)oc3ncnc(N4CCOCC4)c23)c(OC)c1
    -6.3% | -0.6% | 3.6%[10.9 µM] | 6.8%
O=C(CSc1nc2ccccc2[nH]1)N1CCCCC1
    6.6% | 4.7% | -19.8% | -11.4%
CN(C)c1ncnc2ccc(-c3cccc(NS(C)(=O)=O)c3)cc12
    -7.4% | -2.0%[11.4 µM] | -3.2% | -15.5%
Cc1c(CCC(=O)O)c(=O)oc2cc3occ(-c4ccc(F)cc4)c3cc12
    7.0% | 1.6% | -0.6% | 15.0%
COc1cc(C(=O)NCc2cn3cccc(C)c3n2)cc(OC)c1OC
    -9.2% | 5.2% | -8.9% | -9.0%
O=C(CN1C(=O)COc2ccc(Cl)cc21)Nc1cccc(C(=O)O)c1
    3.6% | -1.0% | -7.5%[10.9 µM] | 6.8%
O=S(=O)(Cc1ccccc1)Nc1ccc(S(=O)(=O)NCC2CCCO2)cc1 (stereo not drawn)
    4.4% | 6.6% | 4.4% | 6.0%
COc1ccc(NC(=O)CSc2nc3c(c(=O)n2-c2ccccc2OC)SCC3)cc1
    0.1% | 1.0% | -8.4% | 6.9%
Nc1cc(OC(=O)c2cccs2)nn1S(=O)(=O)c1ccccc1
    2.3% | 13.9% | -10.4% | -9.2%
O=C(CN1C(=O)NC2(CCSC2)C1=O)N1CCN(c2ccc(F)cc2)CC1 (stereo not drawn)
    0.1% | 0.1% | -10.5% | -8.6%
COc1ccccc1-c1nnc(SCC(=O)N2CC(C)CC(C)C2)o1 (stereo not drawn)
    -10.8% | 2.8% | -1.3% | -9.8%
COc1ccc(C(=O)CN2C(=O)C(C)(C)Oc3ccc(C(=O)N4CCCCCC4)cc32)cc1
    6.6% | 0.8% | -8.5% | -9.9%
CNC(=O)c1cc2c(cn1)[nH]c1ccccc12
    u | 1.0%&-6.4% | -9.0%&-11.2% | u
O=C(Cn1cc(S(=O)(=O)c2ccccc2)c(=O)c2cc3c(cc21)OCO3)Nc1ccc(Cl)cc1
    12.4% | u | 21.1%[10.9 µM] | -10.9%
CCOC(=O)OCC1OC(c2ccc(C(C)=O)cc2)C=CC1Oc1ccc(-c2ccccc2)cc1 (stereo not drawn)
    -2.4%[9.22 µM] | x | x | -6.0%[9.22 µM]
O=C(c1ccccc1Oc1ccccc1)N1CCN(c2ccccc2)CC1
    34.1%[activator] | 2.7% | -12.5% | 26.8%
CCOC(=O)c1cc(NC(=O)c2cnccn2)cc(C(=O)OCC)c1
    -3.6% | 4.0% | 2.3% | -1.5%
O=C(CCS(=O)(=O)c1nc(-c2ccc3c(c2)OCO3)cc(C(F)(F)F)n1)Nc1ccc(F)c(Cl)c1
    u | u | -9.8%[10.9 µM] | 34.8%[activator]
COc1ccc(-n2nc3cc(C)c(NC(=O)COc4cccc(C)c4)cc3n2)cc1
    -6.5% | -1.5% | 1.9%[10.9 µM] | 6.4%
O=C1CC(N2CCN(C/C=C/c3ccccc3)CC2)C(=O)N1Cc1cccs1 (stereo not drawn)
    -8.6% | 3.6% | -16.5% | 4.6%
CCN(C(=O)c1cc(Cl)ccc1OC)c1ccccc1
    0.3% | 1.0% | -5.9% | -4.4%
CCOc1ccc(N(CC(=O)Nc2cccc(OC)c2)S(=O)(=O)c2c(C)noc2C)cc1
    13.5% | u | -22.3% | 19.2%
CCCCCOc1ccc(C(=O)N(Cc2ccccc2)C2CCS(=O)(=O)C2)cc1 (stereo not drawn)
    2.1% | u | -10.4%[10.9 µM] | -15.3%
COc1ccccc1C(OC(=O)c1ccco1)C(=O)NC(C)(C)C (stereo not drawn)
    5.9% | 0.3% | -6.6% | -1.2%
Cc1cc(N2CCC(C)CC2)nc2ccc(NC(=O)/C=C/c3cccc(Cl)c3)cc12
    -2.7% | u | -10.5%[10.9 µM] | 4.2%
CC1CCCCC1NC(=O)CSc1nnc(COc2ccccc2Cl)o1 (stereo not drawn)
    -10.0% | 0.3% | 7.7% | -13.3%
CCOC(=O)c1c(C)[nH]c(CCC(=O)NCCCN2CCN(c3ccccc3F)CC2)c1C
    -5.3% | -1.0% | -11.5%[10.9 µM] | -17.7%
COc1ccc(N2CCN(CCCNC(=O)CN3CCN(Cc4ccccc4C)C3=O)CC2)cc1
    -15.0% | 2.3% | -11.9% | -10.3%
CCOC(=O)C1CCCN(c2nc3c(S(=O)(=O)c4ccc(Br)cc4)nnn3c3ccsc23)C1 (stereo not drawn)
    8.9% | -3.3% | -16.2%[10.9 µM] | u

Going on with the list.
Values run as follows: p53ts 32C tox | IkB sig inh | Imprint erasure | p53ts 39C tox
CC(=O)c1ccc(N2CCN(C(=O)CS(=O)(=O)c3cccc4nsnc34)CC2)cc1
    -3.8% | 0.6% | -10.3%[10.9 µM] | -25.6%
CN(C)c1ccc(CNC(=O)CCS(=O)(=O)c2ccc3c(c2)oc(=O)n3C)cc1
    -3.8% | 0.0% | 7.0%[10.9 µM] | -18.8%
CC(C)NC(=O)CN1C(=O)COc2ccc(S(=O)(=O)N3CCCCCC3)cc21
    8.0% | -0.8% | -4.5%[10.9 µM] | -15.1%
COc1ccc(Nc2nnc(-c3ccc(C)c(S(=O)(=O)N4CCN(C)CC4)c3)c3ccccc23)cc1
    -1.1% | u | -10.2%[10.9 µM] | 24.4%
Cc1ccc2cc(CN(CCO)Cc3nnnn3Cc3ccc(F)cc3)c(=O)[nH]c2c1
    -0.9% | 1.0% | -18.4% | -6.9%
Cc1ccccc1CS(=O)(=O)CC1Nc2ccc(C(=O)NCc3ccc(Cl)cc3)cc2NC1=O (stereo not drawn)
    2.4% | u | -6.1%[10.9 µM] | -23.3%
CN(C)c1nc(NS(=O)(=O)c2ccc(Cl)cc2)nc(N(C)C)n1
    28.0% | -0.1% | 0.0% | -3.4%
COc1ccc(C(=O)Nc2ccc(OCc3cc(=O)n4ccsc4n3)cc2)cc1OC
    -8.2% | 0.7% | 15.0%[10.9 µM] | 9.5%
Cc1ccc(-n2ncc(C(=O)NCCc3ccsc3)c2C2CCN(C(=O)OC(C)(C)C)CC2)c(C)c1
    7.9% | u | 13.9%[10.9 µM] | 11.6%
CC(=O)N(Cc1cccnc1)Cc1cc2ccc(C)cc2[nH]c1=O
    10.9% | 7.3% | -3.1% | 12.0%
CCc1ccccc1NC(=O)Cn1cc(C(=O)c2ccncc2)c(=O)c2cc(C)ccc21
    -7.6% | -4.7% | 4.3%[10.9 µM] | -9.0%
Cc1cc(C)c(NC(=O)Cn2nnc(-c3ccccc3)n2)c(C)c1
    -5.8% | -0.1% | 14.0%[10.9 µM] | 24.8%
COc1cccc(/C=N/n2c(-c3ccco3)nc3ccccc3c2=O)c1
    u | 7.3% | x | -10.8%
Cn1cc(CCCC(=O)NCc2ccc(F)cc2)c2ccccc21
    -5.8% | -0.4% | -12.3%[10.9 µM] | u
CN(CC(=O)Nc1cccnc1)S(=O)(=O)c1cc(Cl)ccc1Cl
    4.5% | -2.1% | -9.5% | 10.4%
Cc1cccc(NC(=O)CSc2nnc3c4ccccc4n(C)c3n2)c1
    1.9% | 3.8% | -6.7%[10.9 µM] | 1.3%
Cc1ccc(CNC(=O)c2ccc3nc(SCc4ccc(F)cc4)[nH]c3c2)cc1
    -8.6% | u | 12.4%[10.9 µM] | u
COC(=O)c1c(NC(=O)c2ccc(Cl)c(Cl)c2)sc2c1CCCC2
    -0.4% | u | 8.8%[10.9 µM] | 8.5%
Cc1ccc(CSc2nc(-c3ccc(C(C)(C)C)cc3)nc3cc(=O)[nH]n23)cc1
    29.1% | u | 9.4%[10.9 µM] | u
COc1ccc(NC(=O)Nc2nnc(N3CCC(C)CC3)s2)cc1OC
    9.3% | 2.9% | -4.0% | -7.9%
COc1cccc(CN(Cc2ccco2)S(=O)(=O)c2ccc(S(=O)(=O)NCc3ccccc3)cc2)c1OC
    9.9% | x | x | 11.3%
CC1CCc2c(nc3ncnn3c2N2CCN(c3ccccc3)CC2)C1 (stereo not drawn)
    7.2% | -1.2% | -3.3% | -3.6%
CCOC(=O)CNC(=O)c1cc2c(=O)n(CC)c3ccccc3c2s1
    4.5% | 1.7% | -3.5%[10.9 µM] | 15.0%
Cc1cccc(-n2cnc3cc(C(=O)N4CCCCC4)ccc32)c1
    -1.8% | -1.5% | -14.2% | -4.3%
Cc1nnc(N2CCC(C(=O)NCCC(C)C)CC2)c2nn(-c3ccc(Cl)cc3)c(C)c12
    10.6% | u | 11.7%[10.9 µM] | -5.6%
CCc1cccc(-n2c(=O)c3cccnc3n2CC(=O)NCc2ccc(C)cc2)c1
    16.1% | -0.3% | -9.5%[10.9 µM] | -5.4%
Cc1cc(Cl)ccc1NC(=O)CN1C(=O)COc2ccc(S(=O)(=O)Nc3ccccc3)cc21
    15.8% | u | 11.6%[10.9 µM] | -15.4%

Source: PubChem (National Center for Advancing Translational Sciences (NCATS))
